GSK3B inh: human GSK3beta kinase inhibitors, primary screen, biochemical, cell-free homogeneous, HTS; Glycogen synthase kinase-3 beta (Homo sapiens), P49841; GST-GSK3beta kinase, ADP-Glo luminescence, 60 min; stronger effect = lower value; activity score (negative = inhibition), % at 10 µM; 0.038% of 300,000 active; AID 2097, 2009;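 active = more than half of replicate wells score below -50%, meaning over 50% inhibition versus plate controls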;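 note: 0% = median DMSO wells and -100% = median GW8510 positive control wells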
Target sequence (P49841 whole entry, looked up): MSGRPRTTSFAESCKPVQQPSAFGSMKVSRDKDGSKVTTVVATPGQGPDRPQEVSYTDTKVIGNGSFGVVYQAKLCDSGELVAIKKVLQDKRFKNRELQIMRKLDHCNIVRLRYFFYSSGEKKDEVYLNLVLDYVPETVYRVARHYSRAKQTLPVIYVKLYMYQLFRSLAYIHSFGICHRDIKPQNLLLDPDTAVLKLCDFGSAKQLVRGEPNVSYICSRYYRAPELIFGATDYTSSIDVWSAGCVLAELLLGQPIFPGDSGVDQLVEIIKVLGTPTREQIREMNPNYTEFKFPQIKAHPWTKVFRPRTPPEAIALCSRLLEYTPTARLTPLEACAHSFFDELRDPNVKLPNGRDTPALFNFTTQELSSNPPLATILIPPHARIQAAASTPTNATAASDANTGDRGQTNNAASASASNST
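test system = GST-tagged human GSK3beta kinase, cell-free | reagent = 25 µM ATP with peptide substrate | dosing = one dose of 10 µM per compound | schedule = 60 min reaction, RT | detection = luminescent ADP-Glo measurement of ADP formed | control set = DMSO neutral wells and GW8510 at 20 µM as positive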
GSK3 alpha inh: blockers of GSK3A enzyme activity – biochemical, luminescence, cell-free homogeneous, HTS, primary screen; Glycogen synthase kinase-3 alpha (Homo sapiens), P49840; GSK-3 alpha kinase, ADP-Glo luminescence, 60 min; inhibition, % at 10 µM; 0.1% of 320,000 active; AID 2650, 2010;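 in the data active = inhibition above about 50%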;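 note: GST-tagged GSK-3 alpha with peptide substrate and 25 µM ATP; 0% = DMSO neutral wells and 100% = GW8510 positive control wells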
Target sequence (P49840 whole entry, looked up): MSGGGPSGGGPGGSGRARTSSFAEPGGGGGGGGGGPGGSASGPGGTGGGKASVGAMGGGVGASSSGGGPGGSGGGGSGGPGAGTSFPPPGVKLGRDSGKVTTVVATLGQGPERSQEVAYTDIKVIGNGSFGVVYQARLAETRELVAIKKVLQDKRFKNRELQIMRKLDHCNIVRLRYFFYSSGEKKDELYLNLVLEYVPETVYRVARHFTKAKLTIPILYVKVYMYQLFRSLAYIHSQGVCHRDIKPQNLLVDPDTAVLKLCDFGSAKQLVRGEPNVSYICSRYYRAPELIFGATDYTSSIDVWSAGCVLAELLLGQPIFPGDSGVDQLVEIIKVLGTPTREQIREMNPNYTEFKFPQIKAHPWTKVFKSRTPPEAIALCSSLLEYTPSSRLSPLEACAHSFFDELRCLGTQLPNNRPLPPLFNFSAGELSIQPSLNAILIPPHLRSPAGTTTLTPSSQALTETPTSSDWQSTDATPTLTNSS
IEC-6 tox: cytotoxicity in IEC-6 intestinal epithelial cells, primary screen, cytotoxicity control for KLF5 inhibitor project, cell-based, luminescence. IEC-6 cytotoxicity, luminescence viability. inhibition, % at 5 µM. 0.78% of 290,000 active. AID 1825, 2009; in the data active = inhibition above about 22%;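 note: 0% = plate median of test compound wells and 100% = cytotoxic reference compound wells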
Platelet DG rel: inhibitors of platelet dense granule secretion, primary screen, cell-based, MLPCN, human platelets; human platelet-rich plasma, SFLLRN dense granule ATP release, luminescence; 0.22% of 300,000 active; inhibition, %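 (compounds screened at 7.5 µM in platelet-rich plasma)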;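 active = mean replicate score, as percent of positive control, at or above 50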
KLF5 inhibitor: KLF5 expression inhibitors, primary screen, DLD-1 cells, luminescence; DLD-1 KLF5 promoter-luciferase reporter; inhibition, % at 5 µM; 0.23% of 290,000 active; AID 1700, 2009;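 active = inhibition above a per-plate limit of that plate's mean compound inhibition plus 3 SD, cut at about 60% in these data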;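 note: 0% = DMSO wells and 100% = LY294002 at 200 µM; higher means less KLF5 promoter-driven luciferase light; inactives centre near -14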
aSyn 5UTR inh: MLPCN primary screen, SNCA 5' untranslated region | alpha-synuclein 5'UTR reporter, inhibitor activity | inhibition, % (tested at 7.5 µM) | 0.82% of 300,000 active; in the data active = inhibition above about 60%;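 note: H4 neuroglioblastoma cells stably carrying SNCA 5'UTR luciferase fusion; 0% = DMSO wells and 100% = positive control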
HSF1 inhib: HSF1 inhibitors in luciferase reporter cells, primary screen, cell-based, NIH3T3, luminescence | 0.77% of 300,000 active | activity change, negative = inhibition, % at 7.5 µM (by protocol) | NIH3T3-HGL HSE-luciferase, MG132-induced, luminescence 8 h; stronger effect = lower value;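 active = more than half of replicate wells show activity change below -50%, luminescence cut by over half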;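 note: luciferase reports HSF-1 transcriptional activity via heat shock element; 0% = median of DMSO wells and -100% = zero luminescence signal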
HSF1 activator: HSF-1 activators, primary screen, NIH3T3-HGL cells, MG132 stress, luminescence, single point | NIH3T3-HGL HSF-1 luciferase reporter, 8 h; 100% = twice DMSO control signal | activation, % at 9 µM | 1.7% of 300,000 active | AID 504408, 2011;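 active = mean replicate activation of at least 50% with a set share of replicates each reaching 50%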;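 note: 0% = median of the neutral control wells and 100% = twice that signal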
HSP90 inh: HSP90 inhibitors, primary screen, cell lysate, luminescence; Heat shock protein HSP 90 (rabbit reticulocyte lysate; luciferase refolding); Rabbit reticulocyte lysate, luciferase refolding luminescence, 3 h; inhibition, % at 5.6 µM; 0.91% of 290,000 active;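 active = inhibition above the screen-wide mean plus 3 SD, computed separately per campaign, cut at about 16% in these data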;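 note: 0% = DMSO wells and 100% = 60 µM geldanamycin wells; inhibitors lower the luminescence because luciferase stays unfolded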
DYRK1A inh: rat Dyrk1A kinase inhibitors, primary screen, biochemical, single point, plate reader; Dual specificity tyrosine-phosphorylation-regulated kinase 1A (Rattus norvegicus), Q63470; ADP-Glo luminescence, NFATc1 peptide; inhibition, % at 12.5 µM; 0.43% of 310,000 active; AID 504441, 2011; in the data active = inhibition above about 50%;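 note: plate controls were vehicle with enzyme for no effect and no enzyme for full effect; many of its hits are not listed in these tables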
* hit, by the source's call; . = no result given. This is a subset (hit frequency here may not be typical).

Below each compound: DYRK1A inh, KLF5 inhibitor, HSP90 inh, Platelet DG rel, aSyn 5UTR inh, HSF1 activator, GSK3 alpha inh, HSF1 inhib, GSK3B inh, IEC-6 tox
- Cc1cc(NC(=O)COc2ccccc2C)ccc1NC(=O)c1ccco1
    -0.7, -10.1, 1.3, -0.2, -44.9, -0.6, -1.8, -9.0, -1.3, -0.8
- Cc1cc(C)c2sc(NC(=O)c3ccc(N4C(=O)CCC4=O)cc3)nc2c1
    -1.9, -5.1, -2.6, -2.0, 0.9, -10.0, ., 3.9, 1.4, 0.5
- CC1(C)Cc2c(sc3[nH]c(=S)[nH]c(=O)c23)CO1
    1.9, -2.7, 1.7, -3.8, -12.6, -44.0, 0.4, -32.5, 3.8, 4.2
- CCN(CC)c1ccc(NC(=O)CN2CCN(c3nc(C)cc(C)n3)CC2)cc1
    1.9, 7.4, -2.9, ., ., ., -2.4, ., ., 5.8
- Cc1cc(Br)ccc1NC(=S)Nc1cccc([N+](=O)[O-])c1
    2.6, -7.2, 0.1, -0.1, -35.4, 6.5, 1.7, 7.5, 1.6, 0.0
- COc1ccc(NS(=O)(=O)c2ccc3c(c2)CCC(=O)N3)c(OC)c1
    3.9, -3.7, -4.0, 0.8, -19.1, 14.8, 1.2, -1.5, -5.8, -4.7
- Cc1ccccc1-n1nc(C)c2cc(C(=O)NCc3cccnc3)sc21
    6.0, -10.3, 2.0, 5.4, 13.9, 6.2, -4.0, -2.7, 4.2, 8.2
- CCOC(=O)N1CCN(C(=O)c2ccc(CNS(=O)(=O)c3ccc(OC)cc3)cc2)CC1
    -0.2, -9.9, -4.1, ., 0.9, -7.2, -1.9, -5.9, 1.1, -0.4
- CC(Oc1ccccc1)C(=O)N1CCN=C1SCc1ccccc1F (stereo not drawn)
    -12.2, -25.6, 1.2, -13.9, -8.7, 2.2, -2.1, 2.4, 0.9, 2.6
- COc1ccc(-n2c(Cc3cccn3C)nnc2SCC(=O)N2CCCc3ccccc32)cc1
    6.0, -10.8, -0.8, 4.8, 10.1, -0.3, 0.2, 3.7, 1.4, -4.1
- CCOc1ccc2nc(NC(=O)c3c([N+](=O)[O-])cnn3CC)sc2c1
    11.0, -12.6, -2.1, -4.6, -1.5, -11.8, 1.8, 3.3, 3.4, -2.5
- CC(C)(CO)NCC(O)COc1ccc2c(c1)CCC2 (stereo not drawn)
    -1.9, -27.2, 2.6, 50.6*, 10.7, 12.3, -1.2, 0.7, -5.8, 0.7
- Cc1cc(-c2ccc(/C=N/n3cnnc3)o2)ccc1Cl
    3.8, -29.9, 0.1, 1.1, 11.4, 3.9, -0.7, -4.4, 0.9, -1.4
- CCOC(=O)N1CCN(C(=O)CSc2nnc(-c3ccc(Cl)s3)o2)CC1
    ., -4.0, 4.0, 1.5, 1.9, 7.4, -5.1, -1.7, -5.2, 7.1
- Cc1cc(O)c(N)c(C)c1Cl
    0.5, -26.9, 43.0*, 0.4, -35.2, -18.7, 7.5, 6.3, 2.9, -2.4
- CCCc1nc2ccccc2c(=O)n1/N=C/c1ccc(O)cc1
    5.0, -10.9, -1.1, 4.2, 33.2, 2.5, -2.3, -0.9, 2.1, -1.6
- COCc1cc(N2CCCCC2)nc(-c2ccccc2)n1
    -4.8, 9.0, 3.9, 9.2, 28.0, -0.1, -1.6, -2.5, 2.3, 1.4
- COC(=O)CCC(=O)OC1(C)C(=O)C=C2C=C(C3CC3)N(c3ccccc3)C=C2C1=O (stereo not drawn)
    ., ., ., -3.7, 12.6, -5.5, -1.2, -0.6, 0.1, .
- Cc1c(NC(=O)c2c([N+](=O)[O-])cnn2C)c(=O)n(-c2ccccc2)n1C
    15.6, -5.7, 0.2, 6.4, 3.3, 11.4, -2.1, -3.7, -1.9, -3.8
- C=CCn1c(-c2csc(-c3ccccc3)n2)n[nH]c1=S
    9.7, -24.9, -1.9, 2.4, -4.8, 7.3, ., -4.9, -1.3, -8.9
- O=P(Cc1cc[n+]([O-])cc1)(c1ccccc1)c1ccccc1
    2.5, -25.3, -1.1, 3.3, -18.6, -5.2, ., -3.0, -2.7, 3.6
- c1cncc(-c2cccnc2)c1
    -2.1, -23.1, -2.5, -0.4, -18.8, 6.0, ., -6.2, -1.8, -6.0
- CCOC(=O)c1ccc(N2C(=O)CC(NC3CCN(C(=O)c4cccc(Cl)c4)CC3)C2=O)cc1 (stereo not drawn)
    ., -23.3, -2.9, 5.7, 14.5, -12.3, -2.3, 2.1, 0.3, -3.0
- C/C(=N\Nc1ccccn1)c1ccc(Br)s1
    ., ., ., -26.0, -50.8, -11.3, 4.1, 8.0, -6.7, .
- COc1ccccc1CNC(=O)C1CCC(CNS(=O)(=O)c2cccc3cccnc23)CC1 (stereo not drawn)
    0.2, -11.6, -1.4, -12.9, 19.1, 1.8, 1.5, -5.2, 2.3, -8.3
- O=C(NCCOc1ccccc1Cl)C(=O)c1c[nH]c2ccccc12
    ., -47.7, -5.2, -0.4, -24.7, 16.9, -4.1, 12.2, 1.9, 5.4
- Oc1[nH]c2ccccc2c1OCc1ccncc1
    -4.6, 7.6, 0.7, 2.6, -16.4, 4.5, -2.2, -5.4, 1.1, 2.0
- COC(=O)c1ccc(CNC(=O)c2sccc2-c2ccccc2)cc1
    9.7, -38.6, -1.4, -3.0, -7.5, -0.9, -0.5, 3.7, 0.9, 2.7
- O=C(O)c1ccc2ncc(NC(=O)c3ccc(F)cc3)c(=O)n2c1
    -0.8, -7.9, 1.2, 11.1, -0.2, -1.7, 2.0, -3.3, -3.3, -4.5
- COCCNC(=O)Cn1nc(-c2ccc(C)cc2)c2ccccc2c1=O
    -6.8, 5.1, 4.6, 8.8, 11.8, -0.4, -0.3, -1.3, -1.4, -4.3
- Cc1ccc(CCNC(=O)C2CCCN(c3ncnc4c3nc3n4CCCCC3)C2)cc1 (stereo not drawn)
    3.3, -30.3, -2.4, 0.2, -16.2, 19.1, 1.8, -1.1, 0.4, 2.8
- Cc1nn(C)c(C(=O)N/N=C/c2cccc(Oc3ccccc3)c2)c1Br
    -2.6, 2.7, -1.4, -13.0, 1.2, -5.2, 0.2, -1.5, 1.8, -0.4
- COCc1cc(C)n(CC(=O)Nc2ccccc2C(=O)OC)c(=O)c1C#N
    -0.4, -5.0, -1.8, 0.5, 14.4, 20.5, 1.8, 3.0, -0.3, -2.4
- CCN(CC)CCCN1CC(=O)N2[C@@H](Cc3c([nH]c4ccccc34)C2(C)C)C1=O
    5.6, 0.8, -1.6, 2.1, 3.0, 19.8, -0.1, -9.7, 0.7, -1.3
- COc1ccc(C(=O)NCCc2nnc3ccc(SCC(=O)N4CCCC4)nn23)cc1
    -3.5, -50.7, 0.3, 1.6, -17.8, 1.0, 0.2, -4.4, -0.6, -1.4
- COC(=O)[C@H](C)[C@H]1C[C@]1(C)[C@H](NC(=O)OCc1ccccc1)c1ccccc1
    -4.7, -8.9, 4.2, 4.9, 16.0, 2.0, 0.8, 7.4, -6.2, 0.7
- Clc1ccc(CSC2=NCCCN2)cc1Cl
    -1.0, 16.8, 3.7, 0.0, -17.9, 1.8, 0.4, 3.5, 3.1, 0.3
- CCCCCOC(=O)Cn1c(SCC(=O)Nc2ccccc2)nc2c1c(=O)[nH]c(=O)n2C
    -1.9, -8.1, 6.2, 1.4, 11.0, 29.4, 0.8, 9.0, 0.2, 7.0
- CCOc1cc(C)c(Cl)cc1S(=O)(=O)NCC1CCCO1 (stereo not drawn)
    1.6, -18.1, -1.0, 8.1, 12.5, 10.9, -2.2, 0.4, -2.0, -1.6
- N/C(=N\N=C\c1ccc(Br)o1)c1nonc1N
    -2.2, -49.4, 2.1, 12.7, -115.7, 21.2, 0.4, 23.6, -1.1, 6.0
- CC1(C)Nc2ccccc2N(CCC(=O)N2CCOCC2)C1=O
    -4.4, -10.4, -5.2, 13.4, 19.8, -1.9, -2.3, -4.1, -0.2, 0.6
- COc1cc(/C=C/C(=O)OCC(=O)Nc2cc(C)c(C)cc2[N+](=O)[O-])ccc1O
    ., 1.0, 1.0, -15.7, 2.1, 9.4, -2.4, 1.9, 1.9, 5.4
- Cc1sc2nc(SCC(N)=O)n(C)c(=O)c2c1C
    4.1, -22.0, 2.3, 10.9, 8.5, 0.0, -2.4, -2.3, 0.0, 1.1
- CC(C)c1nc(Cl)c(C#N)c2c1CCC2
    -1.0, -26.0, 2.4, 15.2, 16.2, -8.1, 0.9, -8.8, 0.3, -5.3
- C/C(=N/NC(=O)c1nnn(-c2nonc2N)c1-c1ccccc1)c1ccncc1
    -3.9, -9.1, 2.4, 0.7, 2.8, -3.8, 11.0, -5.8, -1.1, 7.9
- COc1ccc2[nH]c(C(=O)N3CCN(c4ccccc4F)CC3)c(C)c2c1
    5.9, -29.4, -3.2, 5.9, 13.7, 14.8, 0.9, -2.5, 4.0, -2.3
- CSc1ccccc1C(=O)NC1CCCCCC1
    -5.4, -30.0, 4.4, -1.3, 19.2, -7.0, -2.5, 1.0, 2.6, -3.6
- CCOC(=O)C1(Cc2ccc(OC)cc2)CCN(C(=O)CCn2ccc(C)n2)CC1
    0.8, -56.6, 0.5, -4.5, -13.7, 10.2, -5.5, 6.9, -1.1, -7.7
- Cc1ccc(C)c2c1cc(C)c1nnc(SCC(=O)N3CCCc4ccccc43)n12
    -0.6, -27.9, 5.3, 8.2, 5.9, -10.6, 2.3, -3.5, 1.8, -0.8
- Cc1cc(NC(=O)CCC(=O)NNC(=O)c2ccc(C(C)(C)C)cc2)no1
    4.1, -23.0, 11.3, -1.5, 12.5, 14.2, -2.4, 7.0, 5.8, -5.9
- CC(=O)Nc1ccc(S(=O)(=O)NNc2cccc(C)c2)cc1
    -6.8, -14.8, 0.8, 8.0, -4.5, -23.6, 0.7, -6.7, -0.4, -2.0
- Cc1cnc(NC(=O)COc2ccc3c(c2)CCC3)s1
    -3.7, -111.5, 17.6*, -6.6, -27.9, 46.0, 4.2, 26.0, 1.5, 0.9
- Cc1ccc(SCCNC(=S)Nc2ccc(C)cc2C)cc1
    1.7, -19.5, -2.1, -8.1, 9.4, 1.6, ., -2.0, 0.9, -1.9
- Cc1ccc(NC(=O)C2CCN(C(=O)NC3CCCCC3)CC2)cc1
    -5.8, -7.9, -1.7, -1.5, 6.1, -11.2, 2.7, 2.2, 0.7, 4.2
- CC(C)C(NC(=O)CC12CC3CC(CC(C3)C1)C2)C(=O)O (stereo not drawn)
    -5.2, -23.1, 3.8, -1.3, 10.3, -1.2, -2.3, -3.0, 1.9, -5.3

As entered above.
CCOC(=O)c1ccc(N2C(=O)CC(NC3CCN(C(=O)c4cccc(Cl)c4)CC3)C2=O)cc1 (stereo not drawn) – GSK3B inh: 0.3
Cc1cc(O)c(N)c(C)c1Cl – KLF5 inhibitor: -26.9

Assay outcomes deposited in PubChem BioAssay by several laboratories.
